# Assay outcomes (PubChem BioAssay)
# DSG3 Ab inh: inhibitors of pemphigus antibody binding to DSG3, primary screen, biochemical, bead-based, flow cytometry, scFv-GFP; Desmoglein-3 (Homo sapiens), P32926; binding (percent of control), % at 10 µM; 310,000 compounds, 0.48% hits; DSG3-coupled beads, scFv-anti-DSG3-GFP binding; active compounds read low; AID 588358, 2011;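 active = binding more than 3 SD below its plate's average and above zero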;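 also: hits lower antibody fragment binding to DSG3; some compounds called inactive have numbers as strong as hits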
# SR-BI uptake up: activators of SR-BI mediated DiI-HDL uptake, primary screen, ldlA[mSR-BI] CHO cells, DiI fluorescence. activation, % at 12.5 µM. 3 h; 100 = double the neutral-control signal. 320,000 compounds, 0.096% hits. AID 504775, 2011;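 active = mean replicate activation of at least 60% and every replicate at or above 60%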;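 also: 0% = median plate neutral-control signal and 100% = twice that signal; values of inactives mirror those of a sister screen read the other way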
#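 Assay system: CHO ldlA[mSR-BI] cells, LDL receptor-null, SR-BI overexpressing; medium: Ham's F12 with 0.5% BSA, HEPES 25 mM, pH 7.4; also added: DiI-HDL 10 µg/mL; timing: 3 h uptake period with compound, 37 °C; signal: DiI fluorescence, bottom read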
# NSD2 inh: NSD2 histone methyltransferase inhibitors, primary screen, biochemical, AlphaScreen, single concentration, set 2; Histone-lysine N-methyltransferase NSD2 (Homo sapiens), O96028; NSD2 peptide methylation, 120 min; inhibition, % at 12.5 µM; 310,000 compounds, 0.54% hits; AID 743445, 2014; in the data active = inhibition above about 50%
# Arrestin-AP2 inh: inhibitors of beta-arrestin/AP2 binding, primary screen, biochemical, GPCR trafficking, flow cytometry. beta-arrestin 1 C-terminal peptide binding to AP2 beta2-adaptin appendage (human). FITC-arrestin peptide / GST-AP2 beads; AP2 beta2 appendage carries R879A mutation. inhibition, % at 10 µM. 340,000 compounds, 0.31% hits. AID 504490, 2011;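 active = inhibition above a set limit, near 3 SD of compounds lacking own fluorescence, cut at about 54% in these data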;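 also: plate controls were DMSO wells for no effect and 5 µM unlabelled arrestin peptide for full effect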
#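 Material – AP2 appendage R879A on GSH beads · Buffer or medium – PBS with 0.05% Tween 20 and 0.1% BSA · Probe or stimulus – fluorescein-tagged arrestin peptide at 50 nM final · Incubation – compound with beads 12 min RT, then probe 1 h RT · Detection – high-throughput flow cytometry of beads, ex 488, em 535 nm · Evaluation – percent response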
# SR-BI HDL uptake: inhibitors of SR-BI mediated HDL lipid uptake, primary screen, ldlA[mSR-BI] cells, fluorescence, single point; inhibition, % at 12.5 µM; ldlA[mSR-BI] CHO cells, DiI-HDL uptake fluorescence, 3 h; 320,000 compounds, 0.96% hits;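 active = mean replicate inhibition of at least 70% and a set share of replicates each scoring 70 or more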;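 also: 0% = median of neutral control wells and 100% = median of positive control wells; values of inactives mirror those of a sister screen read the other way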
# Target sequence (Q61009 whole entry, looked up): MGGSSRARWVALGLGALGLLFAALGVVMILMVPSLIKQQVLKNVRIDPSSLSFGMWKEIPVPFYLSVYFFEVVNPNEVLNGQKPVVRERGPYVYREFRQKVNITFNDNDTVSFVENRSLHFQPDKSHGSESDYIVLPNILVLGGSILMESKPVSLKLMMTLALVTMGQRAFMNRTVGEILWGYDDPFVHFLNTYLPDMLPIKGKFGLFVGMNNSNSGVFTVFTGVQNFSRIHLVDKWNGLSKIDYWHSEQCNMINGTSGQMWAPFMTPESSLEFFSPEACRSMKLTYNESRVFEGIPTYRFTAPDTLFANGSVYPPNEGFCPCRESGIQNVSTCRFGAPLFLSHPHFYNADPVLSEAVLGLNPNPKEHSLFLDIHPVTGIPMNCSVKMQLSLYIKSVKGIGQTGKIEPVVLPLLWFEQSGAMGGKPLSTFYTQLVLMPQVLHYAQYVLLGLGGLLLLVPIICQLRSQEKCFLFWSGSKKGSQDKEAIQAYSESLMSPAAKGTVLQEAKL
# MITF TRPM1 HTS: activators of MITF-driven TRPM1 promoter reporter, primary screen, cell-based, SK-MEL-5, luciferase, single point; SK-MEL-5 TRPM1-promoter luciferase, 24 h; % of positive control, neutral wells = 0; activation, % at 12.5 µM; 300,000 compounds, 0.75% hits; AID 588334, 2011;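 active = mean activation of at least 80% with every replicate also reaching 80%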;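 also: 0% = neutral control wells and 100% = parthenolide positive control wells; values of inactives mirror those of a sister screen read the other way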
# CDK5 p35 inh: inhibitors of human CDK5/p35 kinase, primary screen, biochemical, single concentration | 330,000 compounds, 0.01% hits | Recombinant CDK5/p35, ADP-Glo luminescence, 60 min | inhibition, % at 10 µM | Cyclin-dependent kinase 5 (Homo sapiens) + Cyclin-dependent kinase 5 activator 1 (Homo …;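 active = highest replicate inhibition of at least 50% and at least 75% of replicates reaching 50%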;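 also: plate controls were DMSO neutral control for no effect and GW8510 at 10 µM for full effect; many of its hits are not listed in these tables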
# PKA-R1A act: activators of PKA-R1A holoenzyme, primary screen, biochemical, fluorescence polarization, Cy5-IP20, bovine R1A, mouse PKAc | cAMP-dependent protein kinase type I-alpha regulatory subunit (Bos taurus) + … | PKA-R1A dissociation; scaled: DMSO 0%, 113 µM cGMP 100% | activation, % at 11.4 µM | 340,000 compounds, 0.083% hits;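 active = percent activation above the mean of all tested compounds plus 3 SD, cut at about 19% in these data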;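 also: higher means more PKAc released from R1A so a rise in polarization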
# SUMO Mot1 rescue: yeast Mot1-301 growth rescue at high temperature, primary screen, SUMOylation pathway inhibitor project, S. cerevisiae, ATP luminescence, 38.5C; S. cerevisiae Mot1-301 growth rescue; percent above DMSO median, 100 means doubled; growth rescue, % at 18.8 µM; 320,000 compounds, 1% hits;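 active = every valid replicate shows activation above 250% relative to neutral control wells; inactive = the rest, any valid replicate at or below 250%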;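 also: OY570 slx delta 5 strain wells were the positive control but not used for scaling; some compounds called inactive have numbers as strong as hits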
# dFosB activator: activators of delta FosB homodimer, primary screen, biochemical, fluorescence polarization, TAMRA-CDK5 oligo, single point; Protein FosB (Mus musculus), P13346; purified delta FosB; percent of positive-control signal above neutral wells; activation, % at 25 µM; 340,000 compounds, 0.99% hits; AID 493131, 2011;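 active = mean activation above about 17%, with every replicate also reaching it, limit read from the data, passing the limit was not always enough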;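 also: fluorescence polarization rise as delta FosB binds a TAMRA Cdk5 AP-1 oligo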
# Target sequence (P13346 whole entry, looked up): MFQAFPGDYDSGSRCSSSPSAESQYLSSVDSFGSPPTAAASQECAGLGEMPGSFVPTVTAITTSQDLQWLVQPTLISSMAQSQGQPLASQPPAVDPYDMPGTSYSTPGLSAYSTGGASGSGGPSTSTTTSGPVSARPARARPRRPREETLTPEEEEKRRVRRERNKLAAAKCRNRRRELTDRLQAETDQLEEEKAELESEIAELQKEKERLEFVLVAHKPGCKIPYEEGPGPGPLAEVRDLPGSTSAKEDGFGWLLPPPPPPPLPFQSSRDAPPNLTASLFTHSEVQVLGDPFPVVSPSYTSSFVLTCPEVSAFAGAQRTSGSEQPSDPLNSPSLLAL
# PKA-R2B activ: activators of PKA-R2B holoenzyme, primary screen, biochemical, fluorescence polarization, Cy5-IP20, human. cAMP-dependent protein kinase catalytic subunit beta (Homo sapiens) + cAMP-dependent …. PKA-R2B holoenzyme dissociation; R2B truncated from residue 108, S112A mutant; 0% DMSO only, 100% 113 µM cGMP. activation, % at 11.4 µM. 340,000 compounds, 0.079% hits. AID 504700, 2011;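 active = activation above a cutoff set at the mean over all compounds plus 3 SD, cut at about 18% in these data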;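 also: higher means more holoenzyme dissociation and a rise in polarization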
# An asterisk follows results filed as active; . = not tested or not shown.
SMILES,DSG3 Ab inh,SR-BI uptake up,NSD2 inh,Arrestin-AP2 inh,SR-BI HDL uptake,MITF TRPM1 HTS,CDK5 p35 inh,PKA-R1A act,SUMO Mot1 rescue,dFosB activator,PKA-R2B activ
O=C(Nc1cccc(O)c1)c1ccc(NC(=O)c2cccs2)cc1,95,-58,1,9,58,103*,0.3,4,318,0,-3
O=C(CSCc1ccc([N+](=O)[O-])cc1)NC1CC1,92,-10,-3,-12,10,-11,-1.1,11,-10,-11,-1
O=C(Cn1c(=O)oc2ccccc21)NC(=O)NCc1ccco1,96,3,4,13,-3,.,0.5,-5,1,-1,-6
O=C1C=C(c2ccc(-c3ccccc3)cc2)C[C@@H](c2ccc(F)cc2)C1,105,-10,.,14,10,16,-0.3,-4,8,-7,-9
Nn1c(SCc2cccc(Br)c2)nnc1-c1cccnc1,.,1,-3,28,-1,.,0.8,1,-4,-3,-16
CC(C)(C)c1ccc(-n2ncc3c2CCCC3NC(=O)c2ccncc2)cc1 (centres undefined),106,3,0,-24,-3,-31,-1.2,-3,33,-14,1
CCOC1=NN(c2ncc(C(F)(F)F)cc2Cl)C(=O)/C1=C/N(C)C,106,12,2,-10,-12,-2,-0.3,-5,3,-4,4
CCOc1ccc(-c2nnc(N)s2)cc1,99,-3,-2,6,3,57,1.5,-6,-20,1,5
CCOC(=O)c1c(CN2CCC(C)CC2)oc2ccc(OC)cc12,100,-17,6,-7,17,3,-1.4,4,-15,-4,1
COc1ccc(-n2c3nc4ccccc4nc3c3c(=N)oc(C)nc32)cc1,109,-1,115*,11,1,2,-1.8,-2,15,-26,1
Cc1occc1C(=O)NNC1=CC(=O)CC(C)(C)C1,97,14,-2,-21,-14,8,-0.2,2,36,-2,-14
CC1=C(C(=O)OCc2ccccc2)C(c2ccccc2OC(F)F)NC(=O)N1 (centres undefined),115,-5,4,0,5,-11,-2.8,-3,6,-9,0
Cc1noc(C)c1C(=O)N1CCC(C(=O)c2ccccc2)CC1,.,15,-6,-2,-15,-2,-1.4,6,-9,7,13
Cc1cccc(C(=O)NCC(=O)Nc2ccncc2)c1,100,5,-3,-1,-5,-3,2.3,-4,223,-2,-5
CC(C)(Cc1ccc(O)cc1)NC(=O)SCc1ccccc1,107,15,-2,-3,-15,.,-1.6,-5,-9,-12,-2
COC/C=C/C1=CC2=CC(=O)C(C)(OC(=O)c3cnc4ccccc4n3)C(=O)C2=CN1C(CO)CO (centres undefined),100,23,.,18,-23,-4,1.7,-5,3,-2,-2
CC(=O)c1c(COC(=O)c2ccco2)nc2ccccc2[n+]1[O-],103,4,3,-7,-4,.,-0.1,-3,40,-4,5
O=c1[nH]c2ccccc2cc1CN(Cc1cccnc1)S(=O)(=O)c1ccc([N+](=O)[O-])cc1,.,24,11,-5,-24,-8,2.7,-3,31,-4,-17
CCOC(=O)c1ccc(N2C(=O)C(O)=C(C(C)=O)C2c2ccccn2)cc1 (centres undefined),.,30,.,5,-30,3,0.3,4,-6,-2,7
COc1ccc(NC(=O)CN2C(=O)COc3ccc(S(=O)(=O)N4CCOCC4)cc32)cc1Cl,85,-14,14,-1,14,1,-0.1,13,-9,-11,0
CCOc1ccc(N2C(=O)C3C(c4ccccc4F)NN(C(=O)c4ccc(C)cc4)C3C2=O)cc1 (centres undefined),105,2,.,-2,-2,3,-0.8,-1,-6,1,4
Cc1c[n+]([O-])ccc1[N+](=O)[O-],120,-4,-7,-1,4,-13,-0.7,-2,.,2,3
C[N+]1(CCn2ccc3ccccc32)CCCCC1,103,2,-4,-20,-2,-3,-0.2,-8,0,-8,0
CCOC(=O)c1sc(NC(=O)C2CC(=O)N(c3ccc(OCC)cc3)C2)nc1C (centres undefined),97,4,2,1,-4,1,-0.7,-11,-3,-5,-2
NC(=O)CC(NC(=O)c1cccc(Br)c1)c1ccc(N2CCN(c3ccc(F)cc3)CC2)c([N+](=O)[O-])c1 (centres undefined),104,2,.,-2,-2,-8,2.3,0,-8,-3,-4
COc1ccc([C@H]2CC(=O)C=C(c3ccc4cc[nH]c4c3)C2)cc1,93,-47,.,12,47,-1,-1.1,-4,-17,0,-11
O=C(COc1ccc(F)cc1Br)Nc1ccccc1N1CCOCC1,114,-2,-3,9,2,-2,-4.7,1,.,-2,-6
Cn1c(=O)[nH]c(=O)c2c1nc(N1CCN(CCO)CC1)n2Cc1ccccc1Cl,114,5,3,5,-5,.,0.4,-9,-7,-1,10
CC1CCN(S(=O)(=O)c2ccc3[nH]c(=O)ccc3c2)CC1,107,22,.,1,-22,.,1.2,-4,14,-9,-9
CC1(c2ccc(OC(F)F)cc2)NC(=O)N(CC(=O)Nc2ccc(S(N)(=O)=O)cc2)C1=O (centres undefined),99,-11,3,-26,11,6,-1.1,2,-10,-5,3
COc1cc(/C=N/NC(=O)C(NC(=O)c2ccccc2)c2n[nH]c(=O)c3ccccc23)ccc1OCC(N)=O (centres undefined),121,-3,0,30,3,11,-2.9,7,-1,-9,1
c1ccc(-c2ccccc2-c2nc(-c3ccncc3)no2)cc1,.,-61,.,26,61,16,0.1,4,6,-15,-9
COc1ccc(CNC(C)CCc2ccccc2)cc1 (centres undefined),122,4,13,-10,-4,.,-3.3,-8,-2,-5,-4
Cc1cc(C(=O)NCCCC(=O)O)c(C)o1,98,29,3,1,-29,.,0.4,4,-8,4,-2
N#CCCN(C(=O)COC(=O)c1n[nH]c2ccccc12)c1ccccc1,109,10,5,-9,-10,14,-2.9,0,0,-15,6
CC1=CC(C)C2(CO)COC(c3ccc(O)cc3)C1C2C (centres undefined),107,16,1,13,-16,-9,-1.7,-9,-22,0,5
Cc1ccc(Cn2c(=N)c(C(=O)NC3CCCCC3)cc3c(=O)n4ccccc4nc32)cc1,99,10,2,-11,-10,3,0.2,6,-4,-5,-1
CC(=O)N1CCC(CCCC2CCN(C(C)=O)CC2)CC1,98,-22,.,13,22,-13,-1.0,-6,-4,-3,2
Cc1ccc(C)c(C(=O)NCCN(C)C)c1,.,7,1,-8,-7,.,1.0,2,368,1,5
CC(=O)Nc1cccc(OCC(=O)NC(C)C(C)C)c1 (centres undefined),98,28,-6,-5,-28,.,-1.3,-11,-14,-1,-4

# Look-ups from the entries so far.
# SUMO Mot1 rescue, COc1ccc(CNC(C)CCc2ccccc2)cc1 (centres undefined) → -2
# Arrestin-AP2 inh, CC(=O)Nc1cccc(OCC(=O)NC(C)C(C)C)c1 (centres undefined) → -5
# PKA-R1A act, Cc1ccc(C)c(C(=O)NCCN(C)C)c1 → 2

# Only NSD2 inh, SR-BI HDL uptake and dFosB activator, for 2 of the compounds above:
structure,NSD2 inh,SR-BI HDL uptake,dFosB activator
c1ccc(-c2ccccc2-c2nc(-c3ccncc3)no2)cc1,.,61,-15
COc1ccc(CNC(C)CCc2ccccc2)cc1 (centres undefined),13,-4,-5

# Other entries:
SMILES,DSG3 Ab inh,SR-BI uptake up,NSD2 inh,Arrestin-AP2 inh,SR-BI HDL uptake,MITF TRPM1 HTS,CDK5 p35 inh,PKA-R1A act,SUMO Mot1 rescue,dFosB activator,PKA-R2B activ
Cc1cccc(C)c1NC(=O)CNC(=O)c1c(C)nn(-c2ccccc2)c1Cl,104,.,1,-2,.,-6,-0.5,4,-11,-12,15
Clc1cccc(N2CCN(Cc3ccc(Br)o3)CC2)c1,98,-6,0,-1,6,10,-0.4,-3,12,3,9
COc1ccc(C2Nc3ccccc3C(=O)N2Cc2ccccc2)cc1 (centres undefined),105,-24,-2,-3,24,.,0.4,-2,-14,-12,5
O=C(N/N=C/c1cc(Br)cs1)c1ccccc1[N+](=O)[O-],104,57,1,-8,-57,3,-0.4,-11,20,-6,-6
CCOc1cc(NC(=O)c2cccs2)c(OCC)cc1NC(=O)c1cccnc1,94,-54,-4,25,54,-15,0.2,-16,-10,-6,-9
CCOc1cc(N2CCOCC2)c(OCC)cc1NC(=O)c1cc(S(=O)(=O)N2CCOCC2)ccc1C,104,-69,.,-5,69,-8,0.6,-3,-9,-2,9
O=c1[nH]cccc1-c1nc2ccccc2[nH]1,98,-5,-3,-3,5,18,-2.5,4,13,0,0
COc1ccc(C2C(C(C)=O)=C(O)C(=O)N2CCc2c[nH]c3ccccc23)cc1 (centres undefined),86,8,5,15,-8,-9,0.4,-12,24,0,-3
CC1CCCCC1NC(=O)C1CCN(S(=O)(=O)c2ccc(-n3cnnn3)cc2)CC1 (centres undefined),94,20,-3,30,-20,-5,-2.3,-15,330,10,-2
O=C(CSc1nnc(-c2ccc(Cl)s2)o1)N1CCCc2ccccc21,106,23,-10,-3,-23,.,0.3,-2,.,-9,-10
CCN1C(=O)[C@H]2[C@H]3CN=C(SCc4ccccc4)N3[C@@](CC)(C(=O)OC)[C@H]2C1=O,95,6,.,2,-6,8,-0.6,-1,.,-1,-7
CCn1cc(CN(C)C(=O)/C=C/c2ccc([N+](=O)[O-])cc2)c(C)n1,120,3,-3,30,-3,-4,-0.8,2,-23,-6,-8
O=C(c1ccccc1)c1c(O)cc(-c2ccccc2)oc1=O,100,13,0,15,-13,-2,-0.5,-8,-8,-7,-8
CCOc1cc(/C=C\c2nc(O)c([N+](=O)[O-])c(=O)[nH]2)ccc1OC(C)CC (centres undefined),97,11,2,13,-11,-10,0.8,2,2,0,-1
Cc1ccc(NS(=O)(=O)c2ccc(C)c(C(=O)N3CCOCC3)c2)cc1,106,6,0,11,-6,11,-0.5,-7,1,-4,8
